Screening data: PubChem, National Center for Advancing Translational Sciences (NCATS)
KAT2A inh: blocks human GCN5L2 histone acetyltransferase; Q92830; GCN5L2 HAT assay, ThioGlo1 CoA-SH fluorescence; Potency, µM (top dose mostly 58.9 µM), for the others: top-dose activity change, negative = inhibition, most hits filed as inhibitors; 0.21% of 390,000 active; AID 504327
Target sequence (Q92830 whole entry, looked up): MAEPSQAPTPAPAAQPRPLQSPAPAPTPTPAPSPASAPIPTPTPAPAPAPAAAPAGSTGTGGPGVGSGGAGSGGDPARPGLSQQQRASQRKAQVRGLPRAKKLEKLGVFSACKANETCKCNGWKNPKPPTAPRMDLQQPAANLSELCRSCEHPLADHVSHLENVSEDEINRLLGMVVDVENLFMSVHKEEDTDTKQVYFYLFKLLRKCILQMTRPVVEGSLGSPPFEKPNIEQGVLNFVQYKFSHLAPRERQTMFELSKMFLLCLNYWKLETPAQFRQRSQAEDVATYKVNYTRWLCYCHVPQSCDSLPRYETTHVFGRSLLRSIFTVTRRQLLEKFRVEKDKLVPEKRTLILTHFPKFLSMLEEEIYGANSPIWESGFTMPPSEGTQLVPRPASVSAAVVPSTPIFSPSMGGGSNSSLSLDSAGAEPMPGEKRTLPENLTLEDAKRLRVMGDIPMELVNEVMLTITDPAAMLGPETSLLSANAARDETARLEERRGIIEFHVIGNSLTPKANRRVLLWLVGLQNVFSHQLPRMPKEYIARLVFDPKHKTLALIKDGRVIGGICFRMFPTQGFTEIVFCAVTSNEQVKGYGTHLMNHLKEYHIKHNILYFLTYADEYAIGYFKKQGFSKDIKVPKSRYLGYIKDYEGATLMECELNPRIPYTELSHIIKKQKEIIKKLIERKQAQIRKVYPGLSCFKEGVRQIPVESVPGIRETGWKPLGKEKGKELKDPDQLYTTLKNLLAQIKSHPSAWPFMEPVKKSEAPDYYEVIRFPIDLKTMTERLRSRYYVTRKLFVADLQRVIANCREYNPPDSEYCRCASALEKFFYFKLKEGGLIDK
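Fluorescence readout, Ex340nm/Em540nm: ThioGlo1 (50uM final) reacts with free CoA thiol released as 20nM GCN5L2 acetylates H3(1-25) peptide (75uM) using acetyl-CoA (70uM). Compound and enzyme sat 15 min beforehand; 20 min room-temperature reaction.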
TDP1 cell noCPT: qHTS for Inhibitors of human tyrosyl-DNA phosphodiesterase 1 (TDP1): qHTS in cells in absence of CPT; DT40 Tdp1-/- hTDP1 cells, no CPT, ATP luminescence, 48 h; Potency, µM (series often up to 46.2 µM), without a hit: at the highest dose activity change, negative = growth inhibition, most hits filed as inhibitors; 15% of 420,000 active; also: nearly all actives have a fitted effect of over 55% in size
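Chicken DT40 Tdp1-/- cells complemented with human TDP1, screened without camptothecin (DMSO vehicle only), 400 cells/well. Compounds pin-transferred, cells incubated at 37 °C for at least 48 hr. Growth read as ATP-dependent luminescence (CellTiter-Glo, 30 min at RT).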
TDP1 cell CPT: growth inhibition of DT40 Tdp1-/-;hTDP1 cells with camptothecin (screen for TDP1 inhibitors) | chicken DT40 Tdp1-/-;hTDP1 cells + 20 nM CPT, ATP luminescence, 48 h | Potency, µM (top dose mostly 46.2 µM), without a hit: top-dose activity change, negative = growth inhibition, usual class: inhibitors | 12% of 420,000 active; also: nearly all actives have a fitted effect of over 55% in size
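Chicken DT40 Tdp1-/- cells complemented with human TDP1, 400 cells/well, exposed to compounds plus 20 nM camptothecin for at least 48 h at 37 C; viability read as ATP content by CellTiter-Glo luminescence.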
Active calls of the source: *; & = joins results of further samples. Calls follow the shape of the dose curve; as a rule, active = well fitted curve in the direction sought with a large enough effect; inconclusive = small, poorly fitted or top-dose-only effect, or another doubt; inactive = no such curve, though single readings can be large; an effect the other way counts as inactive or inconclusive. % is scaled to controls: 0 for no effect and ±100 for the full control effect; potency is read from the fitted curve at half-maximal effect. A portion of the library; rates above refer to the full screens.

Results for Cc1nnc(SCC(=O)Nc2sccc2C#N)n1Cc1ccccc1 ?
TDP1 cell noCPT: -23%; TDP1 cell CPT: -1%

Results for O=c1c(/C=C(\O)c2ccc(F)cc2)nc2ccccc2n1-c1ccccc1 ?
KAT2A inh: 0%; TDP1 cell noCPT: inconclusive; TDP1 cell CPT: inconclusive

What do the screens show for `CCC1=NN(C(=O)c2ccc(Cl)cc2)C(O)(c2ccc(C)cc2)C1` (centres undefined)?
KAT2A inh: -5%; TDP1 cell noCPT: inconclusive; TDP1 cell CPT: inconclusive

Results for CC1(C(=O)NS(=O)(=O)c2cccs2)CCN1C(=O)c1ccccc1CCc1ccccc1 (centres undefined) ?
TDP1 cell noCPT: -10%; TDP1 cell CPT: -5%

How did CCCCn1c(=O)c(CCC(=O)OCC(=O)NC(=O)NCCC(C)C)nc2ccccc21 do in these assays?
KAT2A inh: -10%; TDP1 cell noCPT: inconclusive; TDP1 cell CPT: -14%

Results for COc1ccc(OCc2cc(C(=O)NCC(C)Oc3cccnc3)no2)c(Cl)c1 (centres undefined) ?
KAT2A inh: inconclusive; TDP1 cell noCPT: inconclusive; TDP1 cell CPT: inconclusive

How did C=CCNc1nc2cc(-c3cccc(NC(C)=O)c3)sc2c(=O)n1C do in these assays?
TDP1 cell noCPT: inconclusive; TDP1 cell CPT: inconclusive

What do the screens show for `CCOc1ccc(NC(=O)CN2CCN(c3ccc(Cl)cc3)CC2)cc1`?
KAT2A inh: 6%; TDP1 cell noCPT: inconclusive; TDP1 cell CPT: inconclusive

How did CCN(C[C@H]1N[C@@](Cc2ccccc2)(C(=O)OC)[C@H]2C(=O)N(C)C(=O)[C@@H]12)S(=O)(=O)c1ccc(OC)cc1 do in these assays?
KAT2A inh: -1%; TDP1 cell noCPT: 15µM*; TDP1 cell CPT: 15µM*

Results for O=C(O)c1ccc(CNC(=S)Nc2ccccc2)cc1 ?
KAT2A inh: -4%; TDP1 cell noCPT: -29%; TDP1 cell CPT: -3%

How did CCc1ccccc1NC1c2ccccc2C(=O)N1c1cccnc1 (centres undefined) do in these assays?
KAT2A inh: -8%; TDP1 cell noCPT: -10%; TDP1 cell CPT: -23%

How did O=C(CN(C(=O)c1csnn1)c1ccc2c(c1)OCCO2)NCc1ccc(F)cc1 do in these assays?
KAT2A inh: -4%; TDP1 cell noCPT: 10%; TDP1 cell CPT: 7%

What do the screens show for `O=C(COC(=O)CCC(NC(=O)OCc1ccccc1)C(=O)OCC(=O)Nc1ccccc1)Nc1ccccc1` (centres undefined)?
KAT2A inh: 1%; TDP1 cell noCPT: 6%; TDP1 cell CPT: 5%

What do the screens show for `CCN(CC)CCN(C(=O)CCS(=O)(=O)c1ccccc1)c1nc2cc(OC)c(OC)cc2s1`?
KAT2A inh: -4%; TDP1 cell noCPT: inconclusive; TDP1 cell CPT: inconclusive

Results for O=C1NNC(=O)C2C3C=CC(C4CC34)C12 (centres undefined) ?
KAT2A inh: -1%; TDP1 cell noCPT: -11%; TDP1 cell CPT: 5%

Results for CCCCN(C(=O)C1CCCC1)c1c(N)n(CC(C)C)c(=O)[nH]c1=O ?
KAT2A inh: 2%; TDP1 cell noCPT: 9%; TDP1 cell CPT: -10%

How did COc1ccc(C2CC(=O)C3=C(C2)NC(C)=C(C#N)C3c2ccc(N(C)C)cc2)cc1 (centres undefined) do in these assays?
KAT2A inh: -17%; TDP1 cell noCPT: -22%; TDP1 cell CPT: 8%

What do the screens show for `O=C(O)c1nn(CCOc2ccc(Br)cc2)c(=O)c2ccccc12`?
KAT2A inh: -17%; TDP1 cell noCPT: 1%; TDP1 cell CPT: -2%

How did O=C(Nc1cccc(N=Cc2cc(Cl)cc(Br)c2O)c1)c1ccco1 do in these assays?
KAT2A inh: 3%; TDP1 cell noCPT: inconclusive; TDP1 cell CPT: -18%

How did Cc1coc2cc3oc(=O)c(CC(=O)N[C@@H](CC(C)C)C(=O)O)c(C)c3cc12 do in these assays?
KAT2A inh: -9%; TDP1 cell noCPT: -22%; TDP1 cell CPT: -8%

Results for CC(=NNC1=NCCN1)c1cn(C2=NCCN2)nc1C ?
TDP1 cell noCPT: -16%; TDP1 cell CPT: -27%

How did Cc1cc(=O)[nH]c(N/N=C/c2ccc3c(c2)OCCO3)n1 do in these assays?
KAT2A inh: -24%; TDP1 cell noCPT: 17%; TDP1 cell CPT: -5%

What do the screens show for `CCOc1ccc(CCNC(=O)Cn2c(C)c3cnn(-c4ccccc4)c(=O)c3c2C)cc1`?
KAT2A inh: 3%; TDP1 cell noCPT: -10%; TDP1 cell CPT: -14%

How did O=C(CN1C(=O)C2CC=CCC2C1=O)Nc1ccc(F)c(Cl)c1 (centres undefined) do in these assays?
TDP1 cell noCPT: -23%; TDP1 cell CPT: -7%

Results for CC(NC(=O)N1CCN(c2ccccc2F)CC1)c1ccc(F)c(F)c1 (centres undefined) ?
KAT2A inh: -7%; TDP1 cell noCPT: -11%; TDP1 cell CPT: -5%

What do the screens show for `S=c1[nH]nc(-c2cccs2)n1Cc1ccccc1`?
KAT2A inh: -1%; TDP1 cell noCPT: -22%; TDP1 cell CPT: 10%

What do the screens show for `Cc1c(/C=N/Nc2ccc(C(=O)O)cc2)c2ccccc2n1C`?
KAT2A inh: 0%; TDP1 cell noCPT: -2%; TDP1 cell CPT: -29%

What do the screens show for `CSc1ncccc1C(=O)Nc1ccc(S(=O)(=O)N2CCCC2)cc1`?
KAT2A inh: 0%; TDP1 cell noCPT: -10%; TDP1 cell CPT: -3%

What do the screens show for `CN(C)c1ccc(C2(c3ccc(N(C)C)cc3)OC(=O)c3cc(N)ccc32)cc1`?
KAT2A inh: inconclusive; TDP1 cell noCPT: inconclusive; TDP1 cell CPT: -16%

What do the screens show for `O=C1CC(SCCc2nc3ccccc3[nH]2)C(=O)N1c1ccc(Cl)cc1` (centres undefined)?
KAT2A inh: 11%; TDP1 cell noCPT: -4%; TDP1 cell CPT: -27%

What do the screens show for `O=C(CCS(=O)(=O)c1cc(Br)cc2c1N(C(=O)C1CC1)CC2)NCc1ccco1`?
KAT2A inh: 0%; TDP1 cell noCPT: inconclusive; TDP1 cell CPT: -23%

How did CCN1C(=O)CS/C1=N\S(=O)(=O)c1ccc(Cl)cc1 do in these assays?
KAT2A inh: -6%; TDP1 cell noCPT: -6%; TDP1 cell CPT: 8%

What do the screens show for `CN(Cc1c(C(=O)N/N=C/c2cccc(O)c2)nnn1-c1nonc1N)c1ccccc1`?
KAT2A inh: -11%; TDP1 cell noCPT: -3%; TDP1 cell CPT: -22%

Results for Cn1cccc1C(=O)NCC1COc2ccccc2O1 (centres undefined) ?
KAT2A inh: -4%; TDP1 cell noCPT: -22%; TDP1 cell CPT: -9%

How did COc1cc(NS(=O)(=O)c2ccc3c(c2)CCN3S(C)(=O)=O)cc(OC)c1 do in these assays?
KAT2A inh: -8%; TDP1 cell noCPT: 5.2µM*; TDP1 cell CPT: 18µM*

What do the screens show for `CCCCn1ccnc1C`?
KAT2A inh: 4%; TDP1 cell noCPT: -17%; TDP1 cell CPT: 2%

How did COc1ccc(CN2C(=O)c3oc4ccc(F)cc4c(=O)c3C2c2ccc(O)cc2)cc1 (centres undefined) do in these assays?
KAT2A inh: -6%; TDP1 cell noCPT: 8%; TDP1 cell CPT: -8%

What do the screens show for `Cc1ccc(NC(=O)CN2C(=O)NC(C)(c3ccc(Cl)cc3)C2=O)cc1S(=O)(=O)N1CCOCC1` (centres undefined)?
KAT2A inh: -3%; TDP1 cell noCPT: 18µM*; TDP1 cell CPT: 21µM*

How did CC(C)C[C@H]1COc2cc(N(C)CCO)ccc2S(=O)(=O)N1 do in these assays?
TDP1 cell noCPT: -8%; TDP1 cell CPT: -12%

How did Clc1cccc(CSc2nnc(-c3c[nH]c4ccccc34)o2)c1 do in these assays?
KAT2A inh: -2%; TDP1 cell noCPT: inconclusive; TDP1 cell CPT: inconclusive

Results for Cc1c(C(=O)Nc2cccc(C(F)(F)F)c2)oc2ccc(S(=O)(=O)N3CCOCC3)cc12 ?
KAT2A inh: inconclusive; TDP1 cell noCPT: -26%; TDP1 cell CPT: -13%

How did CC(C)c1cc(C(=O)Nc2cc(Cl)ccc2O)no1 do in these assays?
KAT2A inh: -4%; TDP1 cell noCPT: -16%; TDP1 cell CPT: inconclusive

How did c1cncc(-c2nnc(-c3cccnc3)nn2)c1 do in these assays?
KAT2A inh: -9%; TDP1 cell noCPT: 5.2µM*; TDP1 cell CPT: 2.9µM*

Results for Cc1cccc(-n2ncc3c(N(CCO)CCO)ncnc32)c1 ?
KAT2A inh: 0%; TDP1 cell noCPT: -12%; TDP1 cell CPT: -5%

What do the screens show for `C=CCN1CCN(C(=O)c2c(-c3ccccc3)noc2C)CC1`?
KAT2A inh: inconclusive; TDP1 cell noCPT: 8%; TDP1 cell CPT: -18%

Results for OC(CNCC(c1ccc(Cl)cc1Cl)c1c[nH]c2ccccc12)c1ccccc1 (centres undefined) ?
KAT2A inh: -10%; TDP1 cell noCPT: 13µM*; TDP1 cell CPT: inconclusive

What do the screens show for `Cc1ccc(S(=O)(=O)N/N=C/c2cc(Br)ccc2O)cc1`?
KAT2A inh: -3%; TDP1 cell noCPT: -10%; TDP1 cell CPT: inconclusive

Results for CCCCC1(CC(=O)OC)C(=O)N(c2ccccc2)N(c2ccccc2)C1=O ?
KAT2A inh: -1%; TDP1 cell noCPT: -23%; TDP1 cell CPT: 7%

What do the screens show for `Cc1c(C(=O)C(=O)NCCC2=CCCCC2)c2ccccc2n1C`?
KAT2A inh: -2%; TDP1 cell noCPT: -28%; TDP1 cell CPT: -7%

What do the screens show for `CCOC(=O)CN(c1ccccc1C)S(=O)(=O)c1ccc(Cl)cc1`?
KAT2A inh: -3%; TDP1 cell noCPT: 9%; TDP1 cell CPT: -20%

What do the screens show for `O=c1cc(CN2CCN(c3ccccc3O)CC2)nc2sccn12`?
KAT2A inh: -3%; TDP1 cell noCPT: inconclusive; TDP1 cell CPT: inconclusive

Results for Cc1ccc(NC(=O)C2CCCN(S(=O)(=O)c3c(C)noc3C)C2)cc1 (centres undefined) ?
KAT2A inh: -1%&1%; TDP1 cell noCPT: inconclusive; TDP1 cell CPT: inconclusive

Results for CCCCS(=O)(=O)Nc1ccc2c(c1)ncn2C1CCCCC1 ?
KAT2A inh: 1%; TDP1 cell noCPT: inconclusive; TDP1 cell CPT: inconclusive

How did Cc1nnc(SCC(=O)NCc2cccs2)[nH]c1=O do in these assays?
KAT2A inh: -6%; TDP1 cell noCPT: 10%; TDP1 cell CPT: 7%

How did CC(C)Oc1cccc(C(=O)Nc2ccc(Br)cc2F)c1 do in these assays?
KAT2A inh: -6%; TDP1 cell noCPT: 16µM*; TDP1 cell CPT: inconclusive

Results for Clc1ccc(C#Cc2cccnc2)cc1 ?
KAT2A inh: -2%; TDP1 cell noCPT: 4%; TDP1 cell CPT: -20%

Among those listed so far, these contain an NH in an aromatic ring.
Results for CCCCN(C(=O)C1CCCC1)c1c(N)n(CC(C)C)c(=O)[nH]c1=O ?
KAT2A inh: 2%; TDP1 cell noCPT: 9%; TDP1 cell CPT: -10%

How did Cc1cc(=O)[nH]c(N/N=C/c2ccc3c(c2)OCCO3)n1 do in these assays?
KAT2A inh: -24%; TDP1 cell noCPT: 17%; TDP1 cell CPT: -5%

What do the screens show for `S=c1[nH]nc(-c2cccs2)n1Cc1ccccc1`?
KAT2A inh: -1%; TDP1 cell noCPT: -22%; TDP1 cell CPT: 10%

What do the screens show for `O=C1CC(SCCc2nc3ccccc3[nH]2)C(=O)N1c1ccc(Cl)cc1` (centres undefined)?
KAT2A inh: 11%; TDP1 cell noCPT: -4%; TDP1 cell CPT: -27%

How did Clc1cccc(CSc2nnc(-c3c[nH]c4ccccc34)o2)c1 do in these assays?
KAT2A inh: -2%; TDP1 cell noCPT: inconclusive; TDP1 cell CPT: inconclusive

Results for OC(CNCC(c1ccc(Cl)cc1Cl)c1c[nH]c2ccccc12)c1ccccc1 (centres undefined) ?
KAT2A inh: -10%; TDP1 cell noCPT: 13µM*; TDP1 cell CPT: inconclusive

How did Cc1nnc(SCC(=O)NCc2cccs2)[nH]c1=O do in these assays?
KAT2A inh: -6%; TDP1 cell noCPT: 10%; TDP1 cell CPT: 7%
